# CRFBP-R2 agonist: agonists of human CRF-binding protein/CRF-R2 receptor complex. HEK293 CRF-R2/CRF-BP, calcium dye fluorescence (FLIPR); percent of saturating CRF peptide response. activation, % at 13.2 µM. actives 0.46% (n = 350,000). AID 588473;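 active means activation of at least 50%, plus an integration ratio under a set limit after plate pattern correction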;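 further: plate controls were neutral control wells without compound for no effect and CRF at EC100 for full effect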
# CHRM4 agonist: agonists of human muscarinic M4 receptor (CHRM4). actives 0.14% (n = 360,000). AID 624127. activation, % at 3 µM. P08173. CHO-K1 hM4/Gqi5, Fluo-8 calcium fluorescence; vehicle 0%, full acetylcholine response 100%;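 active means activation above the run mean over all test wells plus 3 SD, cut at about 32% in these data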;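 further: peak over basal fluorescence ratio per well then scaled between controls; 0% = DMSO wells and 100% = acetylcholine at EC100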
# Target sequence (P08173 whole entry, looked up): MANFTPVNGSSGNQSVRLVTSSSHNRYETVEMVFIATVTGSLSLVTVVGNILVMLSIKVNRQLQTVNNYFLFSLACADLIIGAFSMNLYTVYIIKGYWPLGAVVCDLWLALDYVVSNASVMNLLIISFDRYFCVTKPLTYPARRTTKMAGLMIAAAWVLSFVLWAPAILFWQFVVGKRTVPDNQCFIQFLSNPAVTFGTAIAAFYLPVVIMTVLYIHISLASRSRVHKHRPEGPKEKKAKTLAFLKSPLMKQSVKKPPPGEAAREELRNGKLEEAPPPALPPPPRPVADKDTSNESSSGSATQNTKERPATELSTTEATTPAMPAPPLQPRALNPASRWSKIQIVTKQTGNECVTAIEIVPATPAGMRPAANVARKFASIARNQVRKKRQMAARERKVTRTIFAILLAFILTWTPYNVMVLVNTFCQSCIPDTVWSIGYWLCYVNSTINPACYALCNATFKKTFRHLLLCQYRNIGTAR
# CHRM1 antagonist: human CHRM1 antagonism; CHO-K1 hM1, Fluo-8 calcium fluorescence, ACh EC80 antagonist; inhibition, % at 3 µM; actives 1.3% (n = 360,000);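 active means percent inhibition above its own plate's cutoff, namely the mean of that plate's compound wells plus 3 SD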;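 further: peak over basal fluorescence ratio during 140 s after agonist addition; 0% = ACh EC80 plus DMSO and 100% = DMSO alone without agonist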
# Target sequence (P11229 whole entry, looked up): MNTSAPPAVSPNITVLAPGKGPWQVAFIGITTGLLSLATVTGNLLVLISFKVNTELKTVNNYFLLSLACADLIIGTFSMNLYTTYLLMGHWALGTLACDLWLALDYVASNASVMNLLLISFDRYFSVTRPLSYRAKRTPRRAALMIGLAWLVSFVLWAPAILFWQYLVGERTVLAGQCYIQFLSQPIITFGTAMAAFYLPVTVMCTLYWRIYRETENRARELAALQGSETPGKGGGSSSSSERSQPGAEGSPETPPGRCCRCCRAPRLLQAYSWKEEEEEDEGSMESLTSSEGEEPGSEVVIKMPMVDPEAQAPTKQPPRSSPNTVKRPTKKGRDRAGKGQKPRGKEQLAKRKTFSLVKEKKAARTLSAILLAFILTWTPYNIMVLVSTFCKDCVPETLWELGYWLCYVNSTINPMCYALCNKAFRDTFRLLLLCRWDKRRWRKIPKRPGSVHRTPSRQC
# M5 ag: CHRM5 agonism in calcium assay; CHO-K1 hM5 cells, Fluo-8 calcium fluorescence; 0% DMSO wells, 100% maximal acetylcholine response; activation, % at 3 µM; actives 0.19% (n = 360,000); P08912;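 active means activation above the run's mean over test compounds plus 3 SD, cut at about 23% in these data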;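 further: signal is peak over basal fluorescence ratio across the kinetic read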
# CHRM5 PAM: potentiates acetylcholine response at human M5 receptor. P08912. CHO-K1 hM5, Fluo-8 calcium, ACh EC20 PAM; 0% = ACh EC20, 100% = ACh EC100. activation, % at 3 µM. actives 0.3% (n = 360,000);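 active means activation above the run cutoff, the mean activation of all test compounds plus 3 SD, cut at about 18% in these data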
#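 Assay system – human M5 receptor in CHO-K1 cells · Read-out – % activation, ACh-normalized · Technique – Fluo-8 calcium fluorescence · Dosing – single-point, 3 µM nominal · Incubation – Fluo-8 loading 80 min at 37 °C plus 30 min room temperature · Repeats – singlicate, one well per test compound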
# M4 antag: blocks acetylcholine activation of human M4 receptor; P08173; CHO-hM4 cells, ACh EC80, Fluo-8 calcium fluorescence; inhibition, % at 3 µM; actives 0.73% (n = 360,000); AID 624125;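 active means inhibition above its plate's cutoff, the mean inhibition of sample wells plus 3 SD, cut at about 27% in these data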;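 further: 0% = acetylcholine EC80 with DMSO and 100% = DMSO without agonist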
# M5 antag: CHRM5 antagonism in calcium assay; P08912; CHO-hM5 cells, Fluo-8 calcium fluorescence, ACh EC80; inhibition, % at 3 µM; actives 0.59% (n = 360,000);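 active means inhibition above a per-plate cutoff, the mean of that plate's test compounds plus 3 SD, cut at about 27% in these data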;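 further: 0% = acetylcholine EC80 with DMSO and 100% = DMSO without agonist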
# M4 PAM: positive allosteric modulators of human muscarinic M4 receptor | CHO-K1 hM4/Gqi5, Fluo-8 calcium fluorescence, ACh EC20; 0% = ACh EC20, 100% = maximal ACh | activation, % at 3 µM | actives 0.4% (n = 360,000) | AID 624126;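 active means activation above its plate's cutoff, the mean activation of sample wells plus 3 SD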; further: some results filed as inactive read as strong as hits
# M1 PAM: positive allosteric modulators of human M1 muscarinic receptor | P11229 | CHO-K1 hM1, Fluo-8 calcium fluorescence, ACh EC20; 0% = ACh EC20, 100% = maximal ACh | activation, % at 3 µM | actives 0.088% (n = 360,000); in the data active means activation above about 19%, passing the limit was not always enough
# An asterisk follows results filed as active; . = no result given; & = joins results of further samples.
SMILES,CRFBP-R2 agonist,CHRM4 agonist,CHRM1 antagonist,M5 ag,CHRM5 PAM,M4 antag,M5 antag,M4 PAM,M1 PAM
COc1cccc(N2CCN(C(=O)CN(C)S(=O)(=O)c3ccc4c(c3)CCC(=O)N4)CC2)c1,2.3,8,-9,4,-3,-17,-1,0,9
CC(C)(C)c1ccc(O)c(/C=N\O)c1,-2.8,0,-17,-4,9,-6,-5,10,11
O=C(NNC(=S)NC(=O)c1ccccc1[N+](=O)[O-])c1ccccc1,-0.3,0,-2,-1,2,7,-3,11,-2
O=C(O)C1CCCCC1C(=O)NCc1ccc2c(c1)OCO2 (centres undefined),0.7,1,-10,-3,-5,-4,13,6,12
O=C(O)CC(NS(=O)(=O)c1cccc2nsnc12)c1ccc(F)cc1 (centres undefined),1.8,1,-5,-3,-8,8,4,-3,3
CS(=O)(=O)N1CCc2cc(C(=O)N3CCCCC3)ccc21,2.9,1,-20,-2,3,-5,-4,0,7
CC1=NCCN1CCNC(=O)Nc1ccc(F)cc1,0.3,1,-3,-6,6,3,5,-1,7
Cc1ccc(N2CC(=O)N(c3ccc(C)cc3)CC2=O)cc1,0.2,0,-3,3,6,-3,-3,3,2
Clc1ncc(CSc2ccccc2)s1,-5.0,0,-19,-8,5,1,6,18,17
Cc1ccc(-n2c(C)cc(C(=O)CSc3nnnn3C)c2C)cc1,0.8,6,-2,-11,-35,-5,-3,-7,-1
CCOc1cc(CNCCc2ccc(S(N)(=O)=O)cc2)ccc1OCc1ccc(Cl)cc1,5.8,29,22,2,-10,42*,26,-11,-4
O=C1CC(NCCc2ccccc2)C(=O)N1CCc1ccccc1 (centres undefined),-0.7,1,-18,0,2,3,0,-3,7
[C-]#[N+][C@H](O[C@@H]1O[C@H](CO)[C@@H](O)[C@H](O)[C@H]1O)c1ccccc1,1.9,0,3,3,-2,-2,1,2,-5
CCc1ccc(NC(=O)c2sccc2-n2cccc2)cc1,-0.8,-2,-2,-9,-3,-4,5,-1,2
CCCCn1c2ccc(F)cc2c2nnc(SCCN3CCOCC3)nc21,-0.3,12,-2,-2,-6,-8,17,-3,1
CCN(CC)c1ccc(C(=O)N/N=C(\C)c2cccnc2)cc1,-5.8,17,20,-3,-9,8,16,-12,-8
NC(=O)COC(=O)c1cccc(S(=O)(=O)N2CCCCC2)c1,4.9,0,-5,0,10,3,4,2,5
CC(C)(C)C(=O)CNCC(=O)C(C)(C)C,0.9,0,-10,-4,1,-2,-3,13,9
Cc1occc1C(=O)NC1CCCc2ccccc21 (centres undefined),-0.3,0,-6,-9,-4,-1,1,-2,7
COC(=O)c1scc(C)c1N1C(=O)c2ccccc2C1=O,-1.6,0,-21,0,14,-6,-14,1,11
CCOc1ccc(N(CC(=O)NCCSCc2ccccc2)S(C)(=O)=O)cc1,-0.4,1,17,-4,-5,13,5,-1,-7
Cc1cccc(C(=O)Nc2oc(-c3ccccc3)cc2C#N)c1,-0.7,6,-20,-5,-9,-2,-3,8,-4
Cn1nc(C(F)(F)F)c(-c2ccccc2)c1NC(=O)c1nccnc1C(=O)O,-2.0,1,-16,-3,5,-11,0,16,7
CNC(=O)CSc1nccn1Cc1ccc(Cl)cc1,0.1,1,2,0,4,-3,6,-1,2
CC(C(=O)c1ccc(-c2ccccc2)cc1)[n+]1ccccc1 (centres undefined),-0.3,-1,-8,-10,3,10,-5,-5,-8
O=C(Nc1nccs1)c1ccc(F)c(S(=O)(=O)N2CCOCC2)c1,-0.9,2,-8,0,-1,6,0,-2,5
N#Cc1nc(-c2ccc(F)cc2)oc1NCCN1CCOCC1,-2.9,2,-13,1,-7,-25,3,6,8
COCCNC(=O)c1cc2c(=O)n(C)c3ccccc3c2n1C,0.7,4,-11,4,-7,3,-3,-2,3
c1ccc(Cc2nnc3sc(-c4ccco4)nn23)cc1,-0.4,1,-14,3,1,-2,0,6,12
COc1ccc(CCNC(=O)Nc2nc(C(N)C3CCCCC3)cs2)cc1OC (centres undefined),.,2,5,3,-1,-1,-6,-1,-1
Cc1ccccc1N(C(=O)Cc1cccs1)C(C(=O)NC1CCCCC1)c1cn(C)nc1C (centres undefined),-2.8,2,-8,-2,-8,-1,12,4,5
COc1ccc(CCNC(=O)CN2C(=O)NC3(CCCCC3C)C2=O)cc1 (centres undefined),-1.8,0,-3,5,7,-11,8,0,-1
CC(Nc1ccc(F)cc1F)C(=O)NC(=O)NC1CCCCC1 (centres undefined),2.2,-1,10,-2,-1,7,10,-3,-4
CC1(C)Cc2c(sc3nc(SCC(=O)O)[nH]c(=O)c23)CO1,0.1,0,1,1,-2,9,-3,-5,1
CC(=O)c1cccc(NC(=O)CN2C(=S)NC(C)(C)CC2C)c1 (centres undefined),-4.8,1,-12,2,5,-12,-4,0,9
c1ccc2c(NC3C4CC5CC(C4)CC3C5)nc(N3CCOCC3)nc2c1 (centres undefined),-0.4,-1,5,-4,-1,6,6,-11,-3
CCOC(=O)[C@]12CCCC=C1N(Cc1ccc(Cl)cc1Cl)C(=O)[C@H](CC(=O)NCc1ccc(OC)c(OC)c1)C2,.,0,.,-3,-7,-6,6,3,.
COc1ccc(NC(=O)c2ccc[n+]([O-])c2)cc1,-2.5,0,17,0,-8,2,15,2,-5
CC(C)(C)C1CCC(OCC(O)CN2CCCC2)CC1 (centres undefined),-0.8,1,-7,-2,-1,3,-5,-2,11
Cc1oc(-c2ccc(Cl)cc2)nc1CS(=O)CC(=O)NCCCN1CCOCC1 (centres undefined),0.9,0,-17,-5,-3,-8,8,13,13

# M4 antag, hit marks shown above
Structure	CRFBP-R2 agonist	CHRM4 agonist	CHRM1 antagonist	M5 ag	M4 antag	M5 antag	M4 PAM	M1 PAM
CCOc1cc(CNCCc2ccc(S(N)(=O)=O)cc2)ccc1OCc1ccc(Cl)cc1	5.8	29	22	2	42*	26	-11	-4

# (listing goes on)
SMILES,CRFBP-R2 agonist,CHRM4 agonist,CHRM1 antagonist,M5 ag,CHRM5 PAM,M4 antag,M5 antag,M4 PAM,M1 PAM
CCCS(=O)(=O)N1CCN=C1SCc1cccc2ccccc12,0.2,0,-5,0,6,0,-1,5,5
CC1CCCC(C)N1CCOc1cc(N)ccc1C#N (centres undefined),-0.2,1,-3,-7,2,6,13,-1,1
CC(C)(C)c1ccc(NC(=O)COC(=O)CCc2nc3ccccc3c(=O)[nH]2)cc1,-1.2,5,7,-1,0,0,5,-5,0
CCOc1ccc(N(CC(=O)Nc2cccc(F)c2)S(=O)(=O)c2c(C)noc2C)cc1,-1.4,3,-2,-2,-8,-3,5,-2,-2
CC(C)C[C@H]1CN([C@@H](CC(C)C)CN2CCC[C@H]2CN2C(=O)C(=O)NC[C@@H]2Cc2ccc(O)cc2)C(=O)C(=O)N1CC1CCCCCC1,.,1,.,0,-5,10,9,-3,.
CC(C)C(=O)Nc1nnc(CSCc2ccccc2F)s1,-0.6,1,-3,1,-7,-1,6,0,2
CC(=O)Nc1ccc(NC(=O)COC(=O)c2ccc(S(=O)(=O)N(C)c3ccccc3)cc2)cc1,0.4,1,10,-3,0,-1,6,-1,-8
CCC(=O)N1CCCC(C)(C(=O)NS(=O)(=O)c2cccs2)C1 (centres undefined),.,0,-10,-1,-5,-15,-1,6,2
CC(=O)Nc1nnc(COc2ccccc2)s1,0.0,2,1,-5,-4,-1,-1,-5,3
O=C(Nc1cccc2ccccc12)c1nn(C23CC4CC(CC(C4)C2)C3)cc1[N+](=O)[O-],-5.6,-2,3,-4,-10,7,3,-18,-1
CS(=O)(=O)N(CC(=O)N1CCC(C(N)=O)CC1)Cc1ccc(Cl)c(Cl)c1,2.4,1,-1,-2,-1,0,2,3,5
COc1ccc([C@H]2CC(=O)C=C(c3ccc(C)c4ccccc34)C2)cc1,-0.3,1,6,-2,-3,-2,-2,5,2
CCCN1CCC(NC(=O)Cc2cccc(C)c2)CC1,3.1,0,-25,0,-1,-3,7,-5,24
O=C(CCn1c(=S)oc2ccccc21)Nc1ccccc1Br,-1.1,1,4,-3,-4,11,8,0,0
CN(Cc1c(C(=O)N/N=C/c2ccc(F)cc2)nnn1-c1nonc1N)C1CCCCC1,-0.5,9,-8,1,-1,2,-2,-2,13
COc1cc(OC)nc(NC(=O)NS(=O)(=O)c2ccccc2Cl)n1,-2.4,1,-11,-1,2,-8,0,-3,9
CCCn1nnnc1NCc1ccc(N2CCCC2)cc1,-1.7,0,58*,-3,-4,19,5,-25,-27
Cc1onc(-c2ccccc2)c1C(=O)NN1CCOCC1,1.2,1,-1,4,-7,5,2,1,3
Cc1cccc(OCC(=O)OCC(=O)N2CCN(C(=O)c3ccco3)CC2)c1C,-0.3,2,1,-2,-6,-4,12,-5,6
CCOC(=O)C1CCCCN1Cc1cccc(C(F)(F)F)c1 (centres undefined),0.1,2,-14,2,1,2,-1,10,7
COc1cccc(/C=N/NC(=O)c2cc(-c3cccn3C)n[nH]2)c1,-1.1,3,1,6,-4,4,1,1,-2
CCOC(=O)C1=C(CC)Nc2ccccc2N=C1NC(=O)c1ccc(C)c(S(=O)(=O)N2CCOCC2)c1,-0.3,5,6,2,-7,-8,5,-4,-1
COC(=O)c1cc(C(=O)c2cc(Cl)ccc2O)coc1=N,0.5,-1,-2,3,10,-5,6,6,-1
C/C(N)=C(/C#N)C(=O)CSc1nnc(Cc2ccccc2F)n1N,-2.1&0.7,1&1,-10&-1,6&-3,7&-6,-3&4,5&6,2&0,8&3
CC(C)COC(=O)CNc1n[nH]c(=S)[nH]c1=O,-1.7,1,-7,1,-3,8,11,-1,2
O=C1CCC(=O)N1c1cccc(OS(=O)(=O)c2ccccc2)c1,0.4,1,-14,0,-2,9,-1,1,6
Cc1cc(=O)oc2cc(NC(=O)C3CCCC3)ccc12,-1.3,7,-1,1,-5,14,9,1,2
O=c1[nH]n(-c2cccc(Cl)c2)c2ncccc12,1.1,-1,0,0,6,2,-1,6,13
C#CCOCCOCCOCCNc1nc(N2CCOCC2)nc(N2CCN(C(=O)[C@H]([C@@H](C)CC)n3cc(CCCCN)nn3)CC2)n1,-0.9,0,1,2,-4,-3,16,6,2
Cc1ccc(NC(=O)CSc2nnc(Cc3ccccc3)c(=O)[nH]2)c(C)c1,2.1,-1,-5,-1,12,-23,-3,0,7
O=C(C1Cc2ccccc2CN1S(=O)(=O)c1ccc(F)cc1)N1CCCCCC1 (centres undefined),-2.5,-1,-12,-5,-5,-1,1,2,11
CCCN(CCC)C(=O)Cn1c(=O)n(CCCCC(=O)NC2CCCC2)c(=O)c2ccccc21,-2.4,0,-29,-1,3,6,3,-2,6
COc1cc(S(=O)(=O)N2CCOCC2)cc(C(=O)c2nccn2C)c1OC,-1.2,1,-19,1,-4,-1,2,-1,1
O=S(=O)(NCc1ccccc1)[C@@H]1CC2C=CC1C2 (some centres undefined),0.8,1,-3,4,12,-7,4,10,10
CCOc1ccc(NS(=O)(=O)N(C)C)cc1,1.0,0,-17,-1,8,3,-9,-1,2
Cc1ccc(-c2nsc(SCC(=O)NCc3ccc4c(c3)OCO4)n2)cc1,1.2,1,-7,-2,-1,4,0,-2,4

# One compound at a time, from the list above. Order of screens: CRFBP-R2 agonist, CHRM4 agonist, CHRM1 antagonist, M5 ag, CHRM5 PAM, M4 antag, M5 antag, M4 PAM, M1 PAM
# COc1cc(OC)nc(NC(=O)NS(=O)(=O)c2ccccc2Cl)n1 is listed with -2.4, 1, -11, -1, 2, -8, 0, -3, 9
# CCOC(=O)[C@]12CCCC=C1N(Cc1ccc(Cl)cc1Cl)C(=O)[C@H](CC(=O)NCc1ccc(OC)c(OC)c1)C2 is listed with ., 0, ., -3, -7, -6, 6, 3, .
